# All columns: NCI-60 one-dose screen, growth in % after 48 h at 10 µM unless noted; 100 = growth as untreated, 0 = no growth, -100 = all killed.
# HCT-15: HCT-15 colon cancer | 5.2% of 82,000 active | AID 1794746
# HCT-116: HCT-116 colon cancer; 7.3% of 82,000 active
# IGROV1: IGROV1 ovarian cancer; 4.7% of 79,000 active
# SW-620: SW-620 colon cancer; AID 1794795; 5.2% of 82,000 active
# HT29: HT29 colon cancer; AID 1794748; 7.4% of 81,000 active
# SK-OV-3: SK-OV-3 ovarian cancer cells; 3.2% of 80,000 active
# COLO 205: COLO 205 colon cancer; 7.3% of 79,000 active; AID 1794742
# KM12: KM12 colon cancer cells | 5% of 82,000 active | AID 1794800
# OVCAR-4: OVCAR-4 ovarian cancer cells; 3.7% of 80,000 active
# Active calls of the source: *; nt = no result given; [ ] = another dose, or the depositor's remark. How the source made its calls: active means growth percent below 10; inactive means the rest.
SMILES,HCT-15,HCT-116,IGROV1,SW-620,HT29,SK-OV-3,COLO 205,KM12,OVCAR-4
O=C(OCCN1CCCCC1)c1noc2cc([N+](=O)[O-])ccc12,108,95,110,105,103,94,113,100,118
COc1ccc(CCNc2nc3cc(N)cc(N)c3nc2-c2ccccc2)cc1OC,99,81,77,111,108,111,97,86,70
CCC1=C[C@@H]2CN(C1)Cc1c([nH]c3ccccc13)[C@@](C(=O)OC)(c1cc3c(cc1OC)N(C=O)[C@H]1[C@@](O)(C(=O)OC)[C@H](OC(C)=O)[C@]4(CC)[C@@H]5C[C@@H]5CN5CC[C@]31[C@@H]54)C2,10,8.0*,31,26,-5.1*,5.2*,-78*,8.8*,47
CC[C@H](C)[C@@H]1NC(=O)[C@@H]([C@@H](C)CC)NC(=O)CC(=O)[C@H](C)[C@H](/C=C(\C)C[C@H](C)C/C(C)=C/COCc2ccc(OC)cc2)OC1=O,97,99,81,103,117,97,119,97,90
C#CCN(C)CCCOc1ccc(NCc2ccc(C(=O)NO)cc2)cc1Cl,20,11,16,12,16,-4.1*,3.7*,24,31
CN(C)CCCN(Cc1ccccc1O)C(=S)Nc1cccc2ccccc12,101,104,107,83,102,111,102,95,102
CCN(C(=O)N1CCN(c2cc3c(cc2F)c(=O)c(C(=O)O)cn3C2CC2)CC1)c1nc(-c2ccc(Cl)cc2)cs1,10,9.9*,-9.6*,18,5.6*,-12*,0.7*,13,26
N#Cc1c(-c2ccc(F)cc2)cc(-c2ccccn2)[nH]c1=O,65,108,108,102,106,114,121,101,103
CN(C)NC(=S)Nc1ccccc1,106,103,87,100,110,105,103,114,113
Cc1ccc(NC(=O)c2nc(S(C)(=O)=O)oc2-c2ccc(F)cc2)cc1Nc1ccc2ncn(C)c(=O)c2c1,3.3*,-11*,61,-6.7*,16,107,-8.7*,59,104
COc1cc(CNC(=O)CCCC/C=C/C(C)C)ccc1OCc1nnc(Nc2ccc([N+](=O)[O-])cc2)o1,81,25,53,67,72,12,71,72,11
c1ccc2nc3ccccc3nc2c1,101,110,105,104,114,105,106,102,112
C=CCOc1c(Cl)c(Cl)c(Cl)c(Cl)c1Cl,111,103,111,103,98,108,111,108,115
COc1cccc(-c2nc3sccn3c2-c2ccnc(NCCNS(=O)(=O)c3cccc(F)c3)c2)c1,25,24,32,52,28,46,26,27,22
Cc1ccc(/C(=N\c2sc(-c3ccccc3)nc2-c2ccccc2)N(C)C2CCCCC2)cc1,102,87,104,94,103,124,111,99,92
CCN(CC)CCCC(C)Nc1cnc(C(=O)Nc2ccc(Cl)c3cccnc23)cn1 (stereo not given),3.7*,-52*,44,0.6*,-49*,80,-67*,30,51
COc1ccc(N)c(N)c1,101,96,107,109,104,97,105,101,103
c1ccc(C2=NN[C@H](c3cn(-c4ccccc4)nc3-c3ccccc3)C2)cc1,87,23,62,56,65,-1.4*,66,63,15
CC[C@@](C)(NC(=O)C(C)(C)NC(=O)[C@@H](NC(=O)[C@@H]1CCCN1C(=O)C(C)(C)NC(=O)[C@H](CC(C)C)NC(=O)CNC(=O)C(C)(C)NC(=O)[C@@H](NC(=O)C(C)(C)NC(=O)[C@H](CCC(N)=O)NC(=O)[C@H](C)NC(=O)C(C)(C)NC(=O)[C@H](C)NC(=O)C(C)(C)NC(=O)[C@@H]1CCCN1C(=O)C(C)(C)NC(C)=O)C(C)C)C(C)C)C(=O)N[C@@H](CCC(N)=O)C(=O)N[C@@H](CCC(N)=O)C(=O)N[C@H](CO)Cc1ccccc1,98[4.25 µM],28[4.25 µM],43[4.25 µM],55[4.25 µM],17[4.25 µM],31[4.25 µM],-12*[4.25 µM],29[4.25 µM],59[4.25 µM]
COc1cc(-c2nc3ccc(-c4nnc(SCC(=O)Nc5ccc(C(C)=O)cc5)o4)cc3[nH]2)cc(OC)c1OC,103,106,99,101,108,112,110,101,111
O=C1C(c2ccsc2)=C(c2c[nH]c3ccccc23)C(=O)N1O,107,94,59,93,95,90,111,98,98
COc1ccc(NC(=O)CSc2nnc(-c3ccc(Cl)cc3)n2-c2ccccc2)cc1,90,109,85,100,117,112,122,86,52
N/C(=C\C(=O)n1nc(-c2ccccc2)cc1N)c1ccccc1,33,27,17,36,24,66,42,30,72
C#CC(CCC)NCCCC (stereo not given),110,99,99,109,100,109,110,101,112
Cn1c(=O)c2[nH]c(CCCc3nc4c(c(=O)n(C)c(=O)n4C)n3C)nc2n(C)c1=O,107,96,98,105,91,96,102,100,117
Cc1c(O)c(O)cc2c3c(oc12)CC(c1ccco1)CC3=O (stereo not given),70,88,54,98,89,93,112,84,89
Cc1cc(N=C2NC(=O)CS2)n[nH]1,104,103,100,103,114,121,108,101,123
CCCc1c(C(=O)NC2CCN(Cc3ccccc3)CC2)cnn1-c1ccccc1,94,94,123,95,80,104,96,101,83
CC1(C)N=C(c2ccccc2)C(c2ccccc2)=N1,104,96,108,110,106,99,102,107,108
O=c1c2cc(F)ccc2oc2c(NCCNCCO)nc3ccccc3c12,28,17,37,21,17,nt,nt,32,37
C[C@H](c1nc2ccc(C(F)(F)F)cc2[nH]1)[C@H]1CC[C@H]2[C@@H]3CCC4=CC(=O)CC[C@]4(C)[C@H]3CC[C@]12C,64,57,87,88,64,88,92,83,57
Cc1ccc(C(=O)/C(=C\c2ccc([N+](=O)[O-])cc2)S(=O)Cc2ccc(F)cc2)cc1 (stereo not given),7.7*,-71*,-17*,-28*,-49*,102,2.9*,19,31
CC(C)CCC[C@@H](C)[C@H]1CC[C@H]2[C@@H]3CC=C4c5sc(Nc6cc(F)cc(F)c6)nc5CC[C@]4(C)[C@H]3CC[C@]12C,104,108,107,100,109,104,108,103,110
O=[N+]([O-])c1ccc(NN=C2CCCCCC2)c([N+](=O)[O-])c1,92,102,97,92,90,101,102,84,85
N=C(N)c1ccc(-c2ccc(-c3ccc(Cl)cc3Cl)o2)cc1,-74*,-69*,-77*,-67*,-71*,nt,nt,-78*,-38*
CC(=O)C(C(C)=O)c1nc2sc3cc(Cl)ccc3n2c(=N)c1C#N,94,88,70,96,92,94,nt,82,72
O=c1cc(COc2ccc(N=Cc3ccccn3)cc2)c2cc(Br)ccc2o1,99,91,96,106,93,102,110,99,107
Cc1ccnc(NS(=O)(=O)c2ccc(Nc3ccnc(SCC(=O)c4ccc(Cl)cc4)n3)cc2)n1,104,95,82,103,103,92,111,102,104
CC(=O)O[C@H]1CC[C@@]2(C)[C@@H](CC[C@@H]3[C@@H]2CC(=O)[C@@]2(C)[C@H]3C[C@@H](C(C(C)=O)C(C)=O)[C@@H]2C(C)=O)C1,111,108,nt,112,106,110,121,117,104
CCOC(=O)Cc1cc(Br)c(OC/C=C(/C)CC/C=C(/C)CCC=C(C)C)c(Br)c1,86,65,86,100,75,99,107,115,90
COc1ccc(C(=O)/C=C/c2c(-c3ccc(Cl)cc3)nc3sc(C)nn23)cc1OC,96,93,95,108,109,76,105,98,100
N#CCCOCC(COc1ccccc1)OCCC#N (stereo not given),105,104,114,105,89,76,98,109,108
CCOC(=O)/C=C(/OC(=O)c1ccc(OC)cc1)c1ccccc1,95,94,96,103,98,102,109,99,93
N#Cc1c(-c2ccc(F)cc2)nc(SCc2ccc([N+](=O)[O-])cc2)nc1N1CCOCC1,73,64,81,81,87,45,91,85,57
O=C1NC(=O)C(c2ccccc2)=C1Nc1ccc(C(=O)Nc2ccc(Cl)cc2)cc1,55,58,76,86,37,86,66,57,66
OCCN(CCO)c1ccc(Oc2ccccc2)cc1,107,103,98,111,102,98,103,105,116
S=c1[nH]c2cnc(Cl)nc2[nH]1,108,109,119,102,112,100,104,109,109
O=c1cc(-c2ccccc2)nc2sc(-c3c[nH]c4ccc(F)cc34)nn12,68,57,85,61,73,57,75,84,-14*
Fc1cc(F)cc(NNC(=S)c2ccccc2)c1,28,21,57,58,101,28,108,49,49
O=c1[nH]c2c(ccc3cnccc32)c2c1CCC2,2.0*,4.4*,-71*,-12*,7.5*,3.3*,-77*,-18*,28
O=C(COc1cccc(/C=C2\Oc3ccc4ccccc4c3C2=O)c1)c1ccc(Cl)cc1,72,42,nt,36,103,96,102,97,85
O=[N+]([O-])c1cccc(C2N=C(N3CCOCC3)Nc3c2sc2ccc(Cl)cc32)c1 (stereo not given),108,93,83,102,103,106,106,96,98
Cc1ccc(N=Nc2c(O)ccc3n[nH]nc23)cc1,92,79,40,94,104,98,126,107,73
O=C1CCC(c2ccc(Oc3ccc(C4=NNC(=O)CC4)cc3)cc2)=NN1,93,100,nt,95,106,112,112,105,88
Fc1cc2[nH]ncc2c2c3c(c(-c4cn[nH]c4C(F)(F)F)nc12)C1CCC3C1 (stereo not given),9.5*,1.9*,-13*,2.4*,13,nt,-75*,7.9*,35
CC1(C)C2CCC1(C)C1(C2)OCCS1 (stereo not given),96,110,104,100,110,106,118,102,101
C=C(C)[C@@H]1CC[C@]2(C(=O)n3ccnc3)CC[C@]3(C)[C@H](CC[C@@H]4[C@@]5(C)Cc6c([nH]c7ccccc67)C(C)(C)[C@@H]5CC[C@]43C)[C@@H]12,84,81,112,94,75,92,97,78,84
CN1C(=O)/C(=C/c2ccc(C3Oc4ccccc4C4CC(c5ccccc5)=NN43)cc2)SC1=S (stereo not given),98,91,90,97,107,80,102,99,95
CC1(C)[C@@H](O)/C(=C\c2ccccn2)C[C@]2(C)[C@H]3CC[C@@H]4[C@@H](C(=O)/C=C\c5ccccn5)CC[C@@]4(C)[C@]3(C)CC[C@@H]12,65,30,89,70,65,116,99,58,93
Cc1ccc(S(=O)(=O)OC2C(OCc3ccccc3)OCC(O)C2O)cc1 (stereo not given),98,102,109,104,127,103,107,108,95

# Next part
SMILES,HCT-15,HCT-116,IGROV1,SW-620,HT29,SK-OV-3,COLO 205,KM12,OVCAR-4
O=C(C[n+]1cccc(CO)c1)c1ccc(Br)cc1,104,103,100,99,96,95,107,99,111
COc1cc(C2CC(=O)Nc3c2c(C)nn3-c2nc3ccccc3[nH]2)c(OC)c2c1OCO2 (stereo not given),40,62,63,47,95,82,92,52,76
Cc1ccc(-c2nnc(CSc3nc(-c4c(Cl)cccc4Cl)c(C#N)c(=O)[nH]3)o2)cc1,102,84,106,99,73,95,112,103,108
CS(=O)(=O)NCc1ccco1,96,101,106,102,98,92,104,106,109
CN(C)Cc1c(OC(=O)c2ccc(N)cc2)ccc2ccccc12,107,102,121,105,111,104,110,107,103
CC12CCC3C4(C)COC(c5ccc(Br)s5)OC4CCC3(C)C1CC(C1=CCOC1=O)O2 (stereo not given),73,51,86,87,46,nt,69,85,51
C#C/C(=C\c1ccc(Br)cc1)n1nc2cccc(F)c2n1,69,49,87,77,83,111,102,57,65
NS(=O)(=O)c1cc[n+]([O-])c2ccccc12,108,104,123,110,104,103,103,94,124
Nc1nc(C(=O)N/N=C/c2cccnc2)nn1-c1ccc(S(N)(=O)=O)cc1,107,95,103,95,99,102,110,95,102
O=C(O)c1ccc(-n2cc(CNc3cccc(F)c3)c(-c3ccc(F)cc3)n2)cc1,88,108,110,107,112,108,115,103,106
O=C(CCc1nnc2sc(Cc3ccccc3Cl)nn12)c1nc2ccccc2[nH]1,92,85,91,99,99,100,nt,96,94
O=c1c2ccccc2nc(COc2ccccc2)n1NS(=O)(=O)c1ccc(Cl)cc1,54,84,62,64,80,nt,95,55,95
COc1ccc(Cl)cc1/C=C/C(=O)/C=C(O)/C=C/c1cc(Cl)ccc1OC,79,82,90,75,109,110,116,82,86
Nc1nc2ncnc3ncn1c32,91,89,112,91,100,90,93,94,65
COc1cc(-c2c3c(nn2Cc2ccccc2)CCc2cnoc2-3)cc(OC)c1OC,96,100,110,109,103,116,124,114,88
CCN1CCN(C(=O)[C@]2(C)CC[C@]3(C)CC[C@]4(C)C(=CC(=O)[C@@H]5[C@@]6(C)CCC(=O)C(C)(C)[C@@H]6CC[C@]54C)[C@@H]3C2)CC1,50,29,97,60,44,74,62,57,20
NS(=O)(=O)c1ccc(N2C(=O)/C(=C/c3ccccc3)N=C2c2ccccc2)cc1,85,50,90,99,86,91,105,90,53
CCOP(=O)(OCC)C(NC(=O)CNC(=O)CN1C(=O)c2ccccc2C1=O)C(=O)NCc1ccccc1 (stereo not given),101,103,102,99,103,106,117,102,104
O=C(/C=C/c1ccc(F)cc1)N1CCN(C(=O)/C=C/c2ccc(C(F)(F)F)cc2)CC1,104,98,122,106,101,118,126,108,116
CSc1nc2c(c(=O)n1C)CN(Cc1ccccc1)C(C)=N2,92,106,91,103,102,83,120,101,79
COc1cc(C)cc(-c2nn(CC(N)=O)cc2-c2ccnc(Oc3cccnc3)n2)c1,97,109,108,102,110,120,134,101,99

# 6 of these compounds in another layout.
# The line under a structure holds: HCT-15 | HCT-116 | IGROV1 | SW-620 | HT29 | SK-OV-3 | COLO 205 | KM12 | OVCAR-4
> CCN1CCN(C(=O)[C@]2(C)CC[C@]3(C)CC[C@]4(C)C(=CC(=O)[C@@H]5[C@@]6(C)CCC(=O)C(C)(C)[C@@H]6CC[C@]54C)[C@@H]3C2)CC1
  50 | 29 | 97 | 60 | 44 | 74 | 62 | 57 | 20
> NS(=O)(=O)c1ccc(N2C(=O)/C(=C/c3ccccc3)N=C2c2ccccc2)cc1
  85 | 50 | 90 | 99 | 86 | 91 | 105 | 90 | 53
> CCOP(=O)(OCC)C(NC(=O)CNC(=O)CN1C(=O)c2ccccc2C1=O)C(=O)NCc1ccccc1 (stereo not given)
  101 | 103 | 102 | 99 | 103 | 106 | 117 | 102 | 104
> O=C(/C=C/c1ccc(F)cc1)N1CCN(C(=O)/C=C/c2ccc(C(F)(F)F)cc2)CC1
  104 | 98 | 122 | 106 | 101 | 118 | 126 | 108 | 116
> CSc1nc2c(c(=O)n1C)CN(Cc1ccccc1)C(C)=N2
  92 | 106 | 91 | 103 | 102 | 83 | 120 | 101 | 79
> COc1cc(C)cc(-c2nn(CC(N)=O)cc2-c2ccnc(Oc3cccnc3)n2)c1
  97 | 109 | 108 | 102 | 110 | 120 | 134 | 101 | 99
